LDHA inh: qHTS assay for inhibitors of human lactate dehydrogenase; L-lactate dehydrogenase A chain (Homo sapiens), P00338; purified LDHA, NADH/diaphorase-resazurin fluorescence; active compounds read low; activity change, % (values are at about 110 or 230 µM); hit rate 0.15% among 480,000; AID 1347041, 2019; in the data active = activity change below about -30%; inconclusive = mostly about -25% to -30%;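 also: plate controls were DMSO wells for no effect and wells without enzyme for full effect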
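Resorufin fluorescence (ex540/em590), read at 0 and 20 min after diaphorase/resazurin addition, reports the NADH left after a 5 min room-temperature reaction of 2 nM human LDH5 with 0.06 mM NADH and 0.2 mM pyruvate.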
POLB inh: qHTS Assay for Inhibitors of DNA Polymerase Beta | hit rate 1.3% among 340,000 | AID 485314, 2010 | Potency, µM (highest dose often 114 µM), for inactives: top-dose activity change, negative = inhibition, hits mostly inhibitors | Pol beta primer extension/strand displacement, fluorescence kinetic; also: potency is read from the fitted curve at half-maximal effect; % is scaled to controls: 0 for no effect and ±100 for the full control effect
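Preincubation: enzyme (10 nM) with compound, 15 min, RT. Reaction: substrate added to 50 nM final. Reads: 0 and 10 min. Analysis: normalized, Hill fit.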
POLK inh: qHTS for Inhibitors of Polymerase Kappa; purified Pol kappa, fluorescent DNA synthesis assay, 10 min; hit rate 0.53% among 400,000; AID 588579, 2011; DNA polymerase kappa (Homo sapiens), Q9UBT6; Potency, µM (titrated, usually from 107 µM), for inactives: at the top dose activity, negative = inhibition, hits mostly inhibitors; also: potency is read from the fitted curve at half-maximal effect; % is scaled to controls: 0 for no effect and ±100 for the full control effect
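Readout: fluorescence, taken kinetically at 0 and 10 min. Conditions: 10 nM Pol kappa, 15 min RT compound preincubation, 50 nM substrate final. Controls: enzyme-free buffer wells.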
APEX1 inh: qHTS Assay for Inhibitors of the Human Apurinic/apyrimidinic Endonuclease 1 (APE1) | DNA repair nuclease/redox regulator APEX1 (Homo sapiens), P27695 | recombinant APE1, TAMRA/BHQ-2 abasic DNA cleavage fluorescence | Potency, µM (top dose mostly 65.8 µM), for the others: at the highest dose activity change, negative = inhibition, hits mostly inhibitors | AID 2517, 2012 | hit rate 0.35% among 350,000;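 also: potency is read from the fitted curve at half-maximal effect; plate controls were vehicle for no effect and reference inhibitor for full effect; nearly all actives have a fitted effect of over 55% in size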
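Measures dequenching upon AP-site incision of a 5'-TAMRA/3'-BHQ-2 THF-containing duplex, 50 nM; human APE1 0.75 nM after 15 min room-temperature exposure to compound; kinetic three-point read at one-minute spacing.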
POLI inh: qHTS for Inhibitors of Polymerase Iota. hit rate 1% among 390,000. Pol iota fluorescent replication assay, 10 min. AID 588590, 2011. Potency, µM (doses to about 115 µM), without a hit: at the top dose activity, negative = inhibition, most hits filed as inhibitors. DNA polymerase iota (Homo sapiens), Q9UNA4; also: potency is read from the fitted curve at half-maximal effect
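Pol iota at 10 nM preincubated 15 min with compounds at room temperature; reaction started with fluorescent substrate, 50 nM final. Fluorescence read kinetically at 0 and 10 min; buffer-only wells as negative control.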
Pol eta inh: qHTS for Inhibitors of Polymerase Eta; DNA polymerase eta (Homo sapiens), Q9Y253; recombinant Pol eta, fluorescent DNA replication assay; Potency, µM (top dose mostly 114 µM), for the others: at the highest dose activity change, negative = inhibition, actives largely listed as inhibitors; hit rate 1.2% among 390,000; AID 588591, 2011; also: potency is read from the fitted curve at half-maximal effect; % is scaled to controls: 0 for no effect and ±100 for the full control effect
Target sequence (Q9Y253 whole entry, looked up): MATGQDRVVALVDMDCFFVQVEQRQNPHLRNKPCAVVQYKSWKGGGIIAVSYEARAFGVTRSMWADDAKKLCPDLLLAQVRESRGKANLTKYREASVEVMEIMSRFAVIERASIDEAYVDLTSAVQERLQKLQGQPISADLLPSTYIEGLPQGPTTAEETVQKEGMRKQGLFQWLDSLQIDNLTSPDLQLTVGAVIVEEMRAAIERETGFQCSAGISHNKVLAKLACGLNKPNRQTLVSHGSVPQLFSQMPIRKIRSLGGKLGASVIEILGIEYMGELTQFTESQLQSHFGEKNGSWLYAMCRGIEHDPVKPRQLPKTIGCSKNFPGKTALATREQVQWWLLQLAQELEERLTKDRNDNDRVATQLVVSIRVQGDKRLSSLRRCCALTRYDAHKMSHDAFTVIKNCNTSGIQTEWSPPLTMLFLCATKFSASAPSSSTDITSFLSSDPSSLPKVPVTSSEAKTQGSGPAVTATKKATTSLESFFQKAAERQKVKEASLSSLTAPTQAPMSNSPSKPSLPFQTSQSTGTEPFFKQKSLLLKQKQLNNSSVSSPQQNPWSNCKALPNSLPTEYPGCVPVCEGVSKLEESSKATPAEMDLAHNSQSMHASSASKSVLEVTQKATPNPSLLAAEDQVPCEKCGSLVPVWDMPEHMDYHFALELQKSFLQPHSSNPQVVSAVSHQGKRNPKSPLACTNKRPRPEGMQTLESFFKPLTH
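Fluorescent replication assay: 50 nM final substrate added after a 15 min room-temperature compound preincubation with 10 nM enzyme. Signal taken at 0 min and again at 10 min.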
GRP78 ERSR act: qHTS for Inducers of the Endoplasmic Reticulum Stress Response (ERSR) in Human Glioma: qHTS; Potency, µM, inactives show top-dose activation, usual class: activators; hit rate 0.02% among 420,000; U87-MG GRP78 promoter luciferase reporter, 16 h; also: potency is read from the fitted curve at half-maximal effect; series mostly up to about 76 µM; % of control where 0% means no effect; nearly all actives have a fitted effect of over 35% in size
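Stably transfected U87-MG human glioma cells carrying a GRP78-based luminescent sensor were seeded at 1000 cells/well, pin-dosed with compounds and incubated 16 h. Luciferase reagent was then added, and end-point luminescence was read after 10 min at room temperature.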
BLM helicase inh: qHTS Assay for Inhibitors of Bloom's syndrome helicase (BLM) | AID 2528, 2010 | Potency, µM (titrated, usually from 56.1 µM), for the others: top-dose activity change, negative = inhibition, most hits filed as inhibitors | RecQ-like DNA helicase BLM (Homo sapiens), P54132 | recombinant BLM DNA unwinding, fluorescence dequenching | hit rate 0.2% among 350,000;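 also: potency is read from the fitted curve at half-maximal effect; plate controls were vehicle for no effect and no enzyme for full effect; nearly all actives have a fitted effect of over 35% in size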
Apoferritin bind: qHTS Assay for Identification of Novel General Anesthetics | hit rate 0.074% among 350,000 | Potency, µM (titrated, usually from 77.5 µM), inactives show top-dose activity change, negative = displacement, actives largely listed as inhibitors | Ferritin light chain (Equus caballus), P02791 | apoferritin/1-aminoanthracene competitive binding, fluorescence | AID 485281, 2010; also: potency is read from the fitted curve at half-maximal effect; % is scaled to controls: 0 for no effect and ±100 for the full control effect; nearly all actives have a fitted effect of over 20% in size
Target sequence (P02791 2-175 limits assumed): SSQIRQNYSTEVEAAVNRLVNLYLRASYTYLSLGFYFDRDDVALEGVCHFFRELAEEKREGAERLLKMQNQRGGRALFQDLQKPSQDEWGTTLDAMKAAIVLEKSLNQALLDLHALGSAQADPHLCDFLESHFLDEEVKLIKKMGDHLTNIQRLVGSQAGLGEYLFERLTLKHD
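10 uM apoferritin + 50% sat. 1-AMA, PBS; cpd 10 min RT; Ex380/Em535 endpoint; normalized to free probe vs complex; 4-param Hill fit; propofol titration as pos. ctrl.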
Active calls of the source: *; u = inconclusive; x = no result given; [ ] = remark or other dose. Unless noted, calls follow the shape of the dose curve; as a rule, active = well fitted curve in the direction sought with a large enough effect; inconclusive = small, poorly fitted or top-dose-only effect, or another doubt; inactive = no such curve, though single readings can be large; an effect the other way counts as inactive or inconclusive. Only part of the results is shown. The share of hits here may be higher or lower than overall.

Molecule	LDHA inh	POLB inh	POLK inh	APEX1 inh	POLI inh	Pol eta inh	GRP78 ERSR act	BLM helicase inh	Apoferritin bind
CCOc1ccc(CCNC(=O)Cc2ccc(NC3=NC4CS(=O)(=O)CC4S3)cc2)cc1 (centres undefined)	-3.0	8.2%	-3.5%	7.8%	-16.3%	-0.7%	-2.2%	-2.9%	-1.8%
CC(=O)c1ccc(OCC(C)C)c(Cc2c(O)nc(N)[nH]c2=O)c1	-1.4	42.1%	-3.5%	23.3%	2.9%	-18.3%	-8.1%	-0.4%	-2.7%
O=C(NCc1cccs1)c1cccnc1C(=O)O	5.5	2.9%	-5.4%	-5.7%	-1.7%[58.9 µM]	-13.3%	-6.3%	-0.2%	-17.3%
O=C(N/N=C/c1ccc(O)cc1O)c1ccc(CN2C(=O)c3cccc4cccc2c34)cc1	-6.9	-29.2%	-8.0%	-1.7%	1.6%	-8.3%	-4.4%	-12.8%	-0.4%
O=C(CC1C[C@H](C(=O)N2CCCCC2)[C@@]2(CCc3ccccc3)c3[nH]c4ccccc4c3CCN2C1=O)NCc1ccco1 (some centres undefined)	-4.7	x	-5.0%	2.6%	-16.8%	-5.2%	-1.0%	x	x
COc1ccc(S(=O)(=O)N2CCC(C(=O)N3CCCC3)CC2)cc1C	-9.5	17.5%	1.6%	-14.8%	46.2%[activator]	-2.9%	-1.9%	-1.7%	-16.1%
CCC(=O)N1N=C(c2ccc(NS(C)(=O)=O)cc2)CC1c1ccc(N(C)C)cc1 (centres undefined)	3.1	-0.3%	5.9%	-1.9%	-26.2%	-5.5%	3.0%	-3.3%	-22.3%
CSc1nc(N)nc(N(C)C)n1	-4.1	-0.1%	-12.6%	-0.7%	17.7%	5.1%	-0.5%	-1.0%	-7.2%
Cc1cc(C)cc(N(CC(=O)NC2CCCCC2)C(=O)CCC(=O)Nc2cc(C)ccn2)c1	-2.9	23.7%	1.1%	-2.8%	8.4%	-0.4%	-4.3%	-0.3%	-6.2%
O=C(Nc1c(C(=O)N2CCOCC2)cnn1-c1ccccc1)c1ccco1	0.9	7.2%	-9.8%	-1.6%	3.4%[58.9 µM]	-7.9%	-4.2%	-1.4%	-7.4%
COc1ccc(-c2csc(NC(=O)c3ccco3)n2)cc1	0.5	u	-3.6%	9.7%	u	-18.5%	-5.5%	-11.3%	-10.0%
O=C(c1ccc(S(=O)(=O)Nc2ccccc2)cc1)N1CCCCCCC1	-3.5	1.7%	-6.6%	27.0%	-2.9%	5.0%	-1.6%	-6.5%	-11.9%
O=C(CCNC(=O)Cn1ccc2ccccc2c1=O)NCCN1CCN(c2ccccc2F)CC1	-3.7	x	-2.0%	x	9.7%	-8.2%	-4.7%	x	x
CCOc1ccc(S(=O)(=O)N2CCCCC2)cc1NC(=O)CCc1ccc(OC)cc1	-4.8	x	0.8%	-0.2%	17.5%	-12.7%	-1.7%	x	x
Cc1c(Nc2cc(N3CCCCCC3)c3nonc3c2[N+](=O)[O-])c(=O)n(-c2ccccc2)n1C	-6.2	2.8%	-5.9%	0.8%	15.8%	-9.4%	-3.5%	-0.7%	-10.6%
COc1ccc(Cl)cc1NC(=O)CN(C)CC(=O)Nc1cc(OC)c(OC)c(OC)c1	0.0	15.2%	-0.5%	-0.8%	23.1%	-18.3%	-1.1%	-4.7%	-2.4%
Cc1ccc(S(=O)(=O)NN2C(=O)/C(=C/c3ccccn3)SC2=S)cc1	-3.8	-0.5%	-8.2%	2.0%	6.5%	-1.8%	0.4%	0.1%	-8.2%
O=C(COC(=O)c1ccccc1C(=O)c1ccccc1)NCc1ccc(F)cc1	-0.5	8.2%	-3.5%	-10.8%	156.9%[activator]	-21.7%	-5.9%	-3.5%	u
CN1C(=O)C2(c3ccccc31)N(c1ccc(F)c(Cl)c1)C(=O)CS2(=O)=O (centres undefined)	2.8	-18.1%	-2.7%	x	5.9%	-18.9%	-6.5%	2.3%	-19.0%
COc1ccccc1CCn1cc(C#N)c(=O)[nH]c1=O	-1.0	-1.0%	7.4%	1.3%	17.6%	-4.1%	-4.6%	-1.4%	-0.4%
Cc1nc(Nc2ccncc2)c2oc3ccccc3c2n1	-2.5	u	-8.3%	-3.2%	u	-2.1%	-7.7%	55.7%[activator]	-12.7%
O=C(c1ccc(S(=O)(=O)N2CCOCC2)cc1)N(c1ccccn1)C1CCCCC1	-18.0	13.3%	-5.5%	0.1%	14.9%	-3.2%	-7.6%	4.3%	11.5%
N#Cc1c(-c2cccs2)cc(C2CC2)nc1SCC(N)=O	-3.2	0.1%	-1.2%	0.9%	22.4%	-8.1%	-4.9%	-1.0%	3.2%
COc1ccc(/C=N/N2CCN(c3ccncc3S(=O)(=O)N3CCCCC3)CC2)cc1	2.1	-8.3%	-5.4%	2.3%	-13.2%	-10.6%	-2.7%	0.0%	-3.1%
O=C(O)[C@@H]1CCCC[C@@H]1C(=O)N1CCc2ccccc2C1CN1C(=O)c2ccccc2C1=O (some centres undefined)	1.7	0.1%	-4.3%	-1.5%	34.0%[activator]	-12.3%	-3.4%	-0.6%	-10.6%
COc1ccc(-c2nc3cnc(OC)nc3n(C[C@H]3CCCO3)c2=O)cc1	x	x	2.8%[60.1 µM]	-3.3%	x	x	-3.6%	-1.2%	x
O=C(NCc1nc2ccccc2[nH]1)C1=C[C@@H](C2CCCCC2)C[C@@H](OCCCCO)O1	0.2	8.4%	-2.3%	-12.1%	33.6%[activator]	-9.8%	-5.7%	-1.1%	9.1%
NC(=O)CC(NC(=O)Cc1ccc(Br)cc1)c1ccc(N2CCC(N3CCCC3)CC2)c([N+](=O)[O-])c1 (centres undefined)	-0.8	-2.0%	-14.1%	28.5%	3.4%	-14.0%	-2.8%	3.2%	-21.5%
CC1CCCCN1c1ncnc2ccccc12 (centres undefined)	-1.3	7.9%	-6.8%[60.1 µM]	4.1%	-16.9%	-0.3%	-0.8%	0.0%	-16.9%
N#C/C(=C\c1ccccc1)c1ccccn1	-4.9	u	-6.8%	-0.7%	-10.8%	5.8%	9.7%	-2.0%	-23.2%

3 entries from above, sorted by length of the SMILES, lowest first:
Molecule	LDHA inh	POLB inh	POLK inh	APEX1 inh	POLI inh	Pol eta inh	GRP78 ERSR act	BLM helicase inh	Apoferritin bind
CC1CCCCN1c1ncnc2ccccc12 (centres undefined)	-1.3	7.9%	-6.8%[60.1 µM]	4.1%	-16.9%	-0.3%	-0.8%	0.0%	-16.9%
Cc1nc(Nc2ccncc2)c2oc3ccccc3c2n1	-2.5	u	-8.3%	-3.2%	u	-2.1%	-7.7%	55.7%[activator]	-12.7%
COc1ccc(-c2nc3cnc(OC)nc3n(C[C@H]3CCCO3)c2=O)cc1	x	x	2.8%[60.1 µM]	-3.3%	x	x	-3.6%	-1.2%	x

Later entries.
Molecule	LDHA inh	POLB inh	POLK inh	APEX1 inh	POLI inh	Pol eta inh	GRP78 ERSR act	BLM helicase inh	Apoferritin bind
Nc1nnc(CCN2C(=O)CSC2=O)s1	0.4	20.9%	-4.4%	1.3%	2.6%	-5.7%	-1.5%	0.3%	-8.5%
S=C1NC2=C(CCCC2=C2SCCCS2)C(c2ccccc2)N1 (centres undefined)	2.5	1.7%	-5.6%	6.8%	-1.2%	-11.9%	-0.7%	-1.8%	-18.6%
CCCC(c1nnnn1Cc1ccc(OC)cc1)N1CCN(C(=O)c2ccco2)CC1 (centres undefined)	4.0	32.4%	-3.5%	10.9%	-2.2%	-3.7%	-4.8%	-3.9%	-13.8%
Cn1c(=O)c(C(=O)NCc2ccc(F)cc2)c(O)c2ccccc21	-2.8	0.1%	1.6%	11.3%	33.3%[activator]	-13.6%	6.9%	-6.1%	-7.6%
O=C(Nc1ccc(C(=O)NCCCN2CCCCC2)cc1)C1=CSCCO1	-1.2	-10.3%	0.6%	14.8%	19.0%	-15.7%	1.4%	7.2%	-0.5%
COc1ccc(C(=O)c2oc3ccccc3c2N)cc1	-0.1	-24.2%	-7.3%	u	35.9%	-11.8%	8.6%	-11.2%	1.5%
COc1ccccc1NC(=O)CCC(=O)N/N=C(/C)c1ccc(C)cc1	-4.5	90.7%	-8.5%	4.7%	143.1%[activator]	-21.8%	-3.0%	1.1%	0.3%
Nc1cc(N2CCCCC2)c(Cl)cc1[N+](=O)[O-]	2.8	-5.3%	0.2%	-4.8%	-3.2%	-11.0%	-1.9%	-4.5%	-4.5%
COC(=O)N/N=C/c1cc(C)n(-c2ccccc2)c1C	-7.9	u	-9.7%	3.4%	-7.4%	-4.0%	1.6%	3.0%	-3.5%
Cc1c(Cl)c([N+](=O)[O-])nn1CCCC(=O)Nc1cc(Oc2ccccc2)cc([N+](=O)[O-])c1	-6.0	0.3%	-6.5%	2.5%	38.2%[activator]	-11.7%	-2.2%	-2.2%	-0.1%
COc1ccccc1CNS(=O)(=O)CCNCCc1ccccc1	-13.2	x	-10.0%	x	-16.0%	-12.9%	-3.7%	x	x
O=C(O)CCC1(c2ccccc2)NC(=O)NC1=O (centres undefined)	-3.8	3.3%	-8.4%	-0.1%	18.8%	-27.4%	-5.0%	-2.3%	1.4%

Screening results from PubChem.
